Screening results (PubChem)
MazEF act: activators of E. coli MazEF toxin-antitoxin RNase, primary screen, biochemical, fluorescence, uHTS; AID 504720, 2011; activation, % at 20 µM; Endoribonuclease toxin MazF (Escherichia coli (strain K12)), P0AE70; 0.32% of 350,000 active; FAM/BHQ RNA-DNA oligo cleavage fluorescence, 5 h; in the data active = activation above about 50%
Target sequence (P0AE70 whole entry, looked up): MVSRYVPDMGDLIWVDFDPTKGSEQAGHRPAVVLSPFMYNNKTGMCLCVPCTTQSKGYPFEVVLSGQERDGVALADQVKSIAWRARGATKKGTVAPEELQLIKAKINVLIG
CCHFV vOTU inh: CCHFV vOTU protease inhibitors, primary screen, biochemical, Pep-AMC substrate, fluorescence | Crimean-Congo hemorrhagic fever virus L polyprotein viral ovarian tumor (vOTU) protease … | inhibition, % at 11.5 µM | 0.55% of 370,000 active | AID 651958, 2012; in the data active = inhibition above about 30%; note: 0% = vehicle wells with enzyme and 100% = no enzyme wells
3CLpro inhibitor: SARS-CoV 3CLpro protease inhibitors, primary screen, biochemical, quenched FRET; AID 1706, 2009; recombinant SARS-CoV 3CLpro, quenched FRET peptide cleavage; Replicase polyprotein 1ab (Severe acute respiratory syndrome coronavirus), P0C6X7; 0.14% of 290,000 active; inhibition, % at 6 µM; in the data active = inhibition above about 12%
BoNT-A LC inh2: BoNT/A light chain protease inhibitors, primary screen, biochemical, flow cytometry, MLPCN library | Botulinum neurotoxin type A light chain protease (Clostridium botulinum A str. ATCC 3502) | multiplex microsphere protease substrate cleavage | inhibition, % at 10 µM | 0.17% of 360,000 active | AID 588499, 2011; note: plate controls were buffer without enzyme for full effect and enzyme alone for no effect
Rv3671c protease: Rv3671c serine protease inhibitors, primary screen, biochemical, fluorescence polarization, M. tuberculosis H37Rv; P9WHR9; 0.048% of 320,000 active; AID 2606, 2010; inhibition, % at 5.96 µM; in the data active = inhibition above about 38%;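 note: extracellular domain of Rv3671c used as enzyme; 0% = enzyme with DMSO and 100% = no enzyme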
BoNT-F LC inh: BoNT/F light chain protease inhibitors, primary screen, biochemical, flow cytometry, MLPCN library. Botulinum neurotoxin type F light chain protease (Clostridium botulinum). Multiplex microsphere protease cleavage assay. inhibition, % at 10 µM. AID 588497, 2011. 0.22% of 360,000 active; in the data active = inhibition above about 35%, passing the limit was not always enough; inconclusive = no clear call, values can overlap the other calls; note: plate controls were buffer without enzyme for full effect and enzyme alone for no effect
DUSP3 inh: VHR1 phosphatase inhibitors, primary screen, biochemical, absorbance, uHTS; Dual specificity protein phosphatase 3 (Homo sapiens), P51452; recombinant VHR phosphatase, pNPP absorbance; inhibition, % at 13.3 µM; 0.52% of 290,000 active; AID 1654, 2009; in the data active = inhibition above about 50%; note: some compounds called inactive have numbers as strong as hits
Target sequence (P51452 whole entry, looked up): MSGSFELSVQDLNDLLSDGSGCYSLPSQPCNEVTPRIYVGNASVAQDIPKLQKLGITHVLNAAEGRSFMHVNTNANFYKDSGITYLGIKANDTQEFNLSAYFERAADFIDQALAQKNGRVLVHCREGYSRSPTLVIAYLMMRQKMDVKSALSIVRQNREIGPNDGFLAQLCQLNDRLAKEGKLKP
PriA SSB inh: inhibitors of Klebsiella pneumoniae PriA binding to SSB C-terminal tail, primary screen, biochemical, AlphaScreen; AID 1272365, 2023; AlphaScreen SSBct-PriA binding, biotinylated peptide; PriA–SSB C-terminal tail interaction (Klebsiella pneumoniae); 0.6% of 430,000 active; inhibition, % at 33 µM; in the data active = inhibition mostly above about 37%, no sharp cut-off; inactive = mostly below about 20%;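 note: plate controls were negative control peptide for no effect and reference peptide for full effect; strong numbers were not always called active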
Anthrax LF prot: Bacillus anthracis LF protease inhibitors, primary screen, biochemical, multiplex microsphere, MLPCN library; Lethal factor (Bacillus anthracis), P15917; multiplex microsphere protease cleavage assay; inhibition, % at 10 µM; 0.12% of 360,000 active; note: plate controls were buffer without enzyme for full effect and enzyme alone for no effect
Target sequence (P15917 whole entry, looked up): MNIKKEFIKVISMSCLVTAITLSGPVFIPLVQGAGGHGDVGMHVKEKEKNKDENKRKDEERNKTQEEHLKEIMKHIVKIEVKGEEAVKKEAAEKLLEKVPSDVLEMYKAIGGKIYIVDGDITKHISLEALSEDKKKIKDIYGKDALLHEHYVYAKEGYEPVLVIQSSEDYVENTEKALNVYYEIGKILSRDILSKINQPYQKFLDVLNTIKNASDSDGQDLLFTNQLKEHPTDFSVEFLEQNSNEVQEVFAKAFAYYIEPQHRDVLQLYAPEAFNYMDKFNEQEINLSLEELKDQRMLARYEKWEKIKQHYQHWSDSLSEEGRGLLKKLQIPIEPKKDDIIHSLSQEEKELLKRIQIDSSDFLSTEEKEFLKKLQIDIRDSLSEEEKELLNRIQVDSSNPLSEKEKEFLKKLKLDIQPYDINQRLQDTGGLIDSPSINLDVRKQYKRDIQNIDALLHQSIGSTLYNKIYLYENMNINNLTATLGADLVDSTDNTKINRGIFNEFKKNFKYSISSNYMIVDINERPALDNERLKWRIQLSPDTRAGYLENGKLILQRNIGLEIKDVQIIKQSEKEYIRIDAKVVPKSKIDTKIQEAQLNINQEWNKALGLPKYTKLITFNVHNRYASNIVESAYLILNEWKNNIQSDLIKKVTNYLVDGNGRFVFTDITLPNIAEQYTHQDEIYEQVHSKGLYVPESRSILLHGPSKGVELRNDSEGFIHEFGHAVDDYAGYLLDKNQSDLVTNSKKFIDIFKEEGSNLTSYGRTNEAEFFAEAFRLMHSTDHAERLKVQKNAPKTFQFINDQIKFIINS
PrPC surface inh: inhibitors of human cell surface prion protein PrPC, primary screen, cell-based, TR-FRET; TR-FRET read-out; AID 720596, 2013; inhibition, % at 13.8 µM; 0.43% of 370,000 active; in the data active = inhibition above about 24%; note: 0% = median of the test wells and 100% = reference compound wells
* = called active by the depositor; ? = inconclusive; / = not tested or not shown; & = joins results of further samples. Cut-off read from the data, not from the text of the source, unless noted: active = inhibition above about 30%; inconclusive = no clear call, values can overlap the other calls; inactive = below that. The list is partial. The share of hits here may be higher or lower than overall.

(1) O=C(O)CCCC1(C(=O)O)CCCC1
(2) O=[N+]([O-])c1ccccc1S(=O)(=O)N1CCN(C2CCCC2)CC1
(3) C=CCc1cccc2cc(C(=O)NNC(=O)c3ccncc3)c(=O)oc12
(4) COc1ccc(NC(=O)c2sc3ncn(CC(=O)N4CCN(c5ccccn5)CC4)c(=O)c3c2C)c(OC)c1
(5) CCCCCN(C(=O)CCC(=O)OCC(=O)N1CCCCC1)c1c(N)n(CCCC)c(=O)[nH]c1=O
(6) CCCN1C(=O)/C(=C/c2cc(C)n(C)c2C)SC1=Nc1ccc(OCC)cc1

entry no.,1,2,3,4,5,6
MazEF act,2.7,0.0,2.6,23.1,-3.5,3.2
CCHFV vOTU inh,-0.1,-2.6,0.3,-7.2,5.3,-1.0
3CLpro inhibitor,/,1.2,-1.3,1.0,-2.0,-4.6
BoNT-A LC inh2,-0.8,?,-1.1,-0.3,0.5,-0.6
Rv3671c protease,/,/,-8.0,1.3,3.5,5.0
BoNT-F LC inh,4.7,7.2,-3.2,2.9,8.9,-2.1
DUSP3 inh,/,15.0,19.8,9.7,36.6,9.5
PriA SSB inh,-3.5,11.4,-7.3,-4.0,-6.8,29.6
Anthrax LF prot,-8.4,?,9.2,0.7,2.8,-6.0
PrPC surface inh,9.4,-2.1,-2.0,-1.2,-5.4,-5.0

(7) COc1ccccc1-n1c(Cc2ccccc2)nc2ccccc2c1=O
(8) Cc1ccc([C@H]2C[C@H](n3cc(C4CC4)nn3)[C@@H](O)CN2C(=O)C2CCCCC2)cc1
(9) CN(CCN1CCOCC1)C(=O)c1cc(COc2ccc(F)c(F)c2)on1
(10) CC(CNS(=O)(=O)c1ccccc1)(c1ccccc1)N1CCCCC1 (configuration not stated)
(11) COc1ccc2ccccc2c1/C=N/NC(=O)c1nnn(-c2nonc2N)c1CN(C)C
(12) CCCNC(=O)COC(=O)c1cc(C)nc2ccccc12

entry no.,7,8,9,10,11,12
MazEF act,3.3,4.0,-0.1,2.5,4.6,-12.1
CCHFV vOTU inh,-2.8,1.5,-5.3,-2.0,7.5,8.5
3CLpro inhibitor,-2.3,/,6.9,-1.8,5.9,5.5
BoNT-A LC inh2,-0.6,-0.3,/,/,0.5,-0.4
Rv3671c protease,2.5,/,3.4,-6.7,8.6,6.7
BoNT-F LC inh,-3.6,-2.5,/,/,5.2,-4.7
DUSP3 inh,29.7,/,18.8,8.5,0.4,-2.0
PriA SSB inh,-4.1,/,3.3,-3.8,/,-10.8
Anthrax LF prot,2.9,6.0,/,/,-0.3,1.9
PrPC surface inh,3.1,8.1,1.3,-3.9,0.7,-3.8

(13) NC(=O)C1CCN(C2CC(=O)N(Cc3ccc(N4CCCC4=O)cc3)C2=O)CC1 (configuration not stated)
(14) COC(=O)c1ccc(NC(=O)CSc2nc3ccccc3c(=O)[nH]2)cc1
(15) NC(=O)C1CCN(C(=O)c2ccc([N+](=O)[O-])cc2NC(=O)c2cccs2)CC1
(16) O=C(CN1C(=O)/C(=C/c2ccccc2F)SC1=S)NC1C=CS(=O)(=O)C1 (configuration not stated)
(17) COc1cccc(OC)c1C(=O)NC(=O)Nc1c(C)cccc1C
(18) O=C1CC(c2cccs2)c2ccc3ccccc3c2N1 (configuration not stated)

entry no.,13,14,15,16,17,18
MazEF act,1.3,24.3,-4.0,-3.5,3.4,-4.9
CCHFV vOTU inh,-19.3,-6.3,5.9,20.3,7.5,6.6
3CLpro inhibitor,-6.0,-1.0,2.6,0.3,-1.8,-0.7
BoNT-A LC inh2,0.5,0.1,-0.7,-1.5,-1.3,-1.1
Rv3671c protease,-0.6,-1.1,0.1,-8.8,-2.6,-0.6
BoNT-F LC inh,0.3,0.2,-3.5,5.0,-15.1,-4.0
DUSP3 inh,18.7,18.6,25.2,38.3,26.3,26.2
PriA SSB inh,-8.8,-9.8,4.4,-2.9,-1.9,-4.8
Anthrax LF prot,-10.5,-0.7,0.8,-4.6,-14.8,-6.8
PrPC surface inh,0.5,-1.4,-11.6,4.3,6.3,1.0

(19) CCOC(=O)C1=C(N)Oc2c(oc(CO)cc2=O)C1c1ccc(F)cc1 (configuration not stated)
(20) CCN1CCN(c2cc(C)nc(-c3ccccc3O)n2)CC1
(21) Cc1cccc(NC(=O)C2=C(O)c3ccccc3N(C)S2(=O)=O)c1
(22) CCC(=O)c1ccc(OCC(=O)NCC2(N3CCCCC3)CCCCC2)cc1
(23) CCOC(=O)c1c(NC(=S)NC(=O)c2ccco2)sc2c1CCCC2
(24) COC(=O)CN1C(=O)COc2ccc(S(=O)(=O)NCc3ccccc3)cc21

entry no.,19,20,21,22,23,24
MazEF act,-0.4,1.2,3.6,-19.3,4.2,6.5
CCHFV vOTU inh,10.9,-11.2,0.3,9.6,14.4,-4.0
3CLpro inhibitor,2.4,-1.9,-0.5,3.7,2.5,-0.7
BoNT-A LC inh2,0.9,0.2,-0.8,-0.7,0.5,0.7
Rv3671c protease,2.5,7.4,-7.5,-0.3,1.1,-6.8
BoNT-F LC inh,-6.8,-3.0,5.2,-6.3,4.9,3.5
DUSP3 inh,4.2,28.9,18.0,-0.6,17.9,-2.2
PriA SSB inh,9.1,-5.4,-1.4,-18.3,-1.7,-10.4
Anthrax LF prot,-1.7,-1.2,8.3,-4.8,-0.2,-0.4
PrPC surface inh,5.9,-2.8,5.4,-4.4,0.4,-3.2

(25) CC(=O)N1CCN(CC(=O)Nc2cccc(S(=O)(=O)N3CCCCCC3)c2)CC1
(26) COc1ccc(NC(=O)C2CC(=O)N/C(=N/N=C/c3ccccc3)S2)cc1 (configuration not stated)
(27) Cc1c(NC(=O)CN2C(=O)c3ccccc3S2(=O)=O)c(=O)n(-c2ccccc2)n1C
(28) Cn1c(N)c(C(=O)COC(=O)C23CC4CC(CC(C4)C2)C3)c(=O)n(C)c1=O
(29) Cc1ccc(NC(=O)C2CCN(S(=O)(=O)c3ccc4c(c3)NC(=O)CO4)CC2)cc1C
(30) CC(C)CCNc1ncnc2c1nnn2Cc1ccccc1

entry no.,25,26,27,28,29,30
MazEF act,3.8,-17.1,2.3,-7.4,4.6,13.9
CCHFV vOTU inh,7.5,-7.0,10.7,15.3,-9.3,9.4
3CLpro inhibitor,0.2,1.9,-1.4,1.4,4.5,-7.3
BoNT-A LC inh2,0.5,-0.2,-0.1,0.5,0.8,0.2
Rv3671c protease,5.3,9.4,-0.9,4.0,-3.5,0.1
BoNT-F LC inh,-5.4,1.5,?,2.2,-5.1,9.8
DUSP3 inh,40.9,9.3,-18.1,6.4,10.7,16.6
PriA SSB inh,8.8,/,-10.0&-9.6,2.2,8.7,-0.5
Anthrax LF prot,-5.1,-1.2,-7.1,3.2,1.3,-4.1
PrPC surface inh,1.6,-0.6,-4.6,-0.3,-6.3,5.2

(31) O=C(CCCCl)NC(=S)Nc1ccc(CN2CCOCC2)cc1
(32) Cc1ccc(N(CC(=O)Nc2ccc(C)cn2)S(=O)(=O)c2c(C)nn(C)c2C)cc1
(33) O=C(Nc1cccc(C(=O)O)c1)/C(=C\c1ccco1)NC(=O)c1ccccc1
(34) COc1ccc(S(=O)(=O)NCC2CCCO2)cc1NC(=O)c1ccc(Cl)cc1 (configuration not stated)
(35) CCNC(=O)c1cc(S(=O)(=O)N2CCSCC2)ccc1OC
(36) CCN1C(Nc2ccccc2)=NC[C@@H]1C

entry no.,31,32,33,34,35,36
MazEF act,2.8,2.3,6.7,3.2,2.7,-0.4
CCHFV vOTU inh,-11.4,-4.2,11.7,6.8,-8.2,6.0
3CLpro inhibitor,-1.6,-4.3,-0.1,/,-1.6,-3.9
BoNT-A LC inh2,/,-0.1,-1.1,5.2,-1.6,-0.5
Rv3671c protease,4.1,-5.5,-1.4,1.3,4.7,-7.6
BoNT-F LC inh,/,4.9,27.5,9.9,-24.6,-6.4
DUSP3 inh,22.4,25.0,26.0,/,2.3,39.9
PriA SSB inh,-4.8,-7.8,2.7,3.4,13.1,-5.0
Anthrax LF prot,/,-6.8,8.5,-0.7,18.1,-10.2
PrPC surface inh,12.0,-1.4,-12.9,-0.9,-1.0,-2.8

Entries of single compounds as entered above. Values in the order: MazEF act	CCHFV vOTU inh	3CLpro inhibitor	BoNT-A LC inh2	Rv3671c protease	BoNT-F LC inh	DUSP3 inh	PriA SSB inh	Anthrax LF prot	PrPC surface inh
Shown for COc1ccc(NC(=O)c2sc3ncn(CC(=O)N4CCN(c5ccccn5)CC4)c(=O)c3c2C)c(OC)c1 : 23.1	-7.2	1.0	-0.3	1.3	2.9	9.7	-4.0	0.7	-1.2
Shown for COC(=O)CN1C(=O)COc2ccc(S(=O)(=O)NCc3ccccc3)cc21 : 6.5	-4.0	-0.7	0.7	-6.8	3.5	-2.2	-10.4	-0.4	-3.2

Further structures
(37) Cc1cccc(C(=O)Nc2sc(C)c(-c3ccccc3)c2C#N)c1
(38) COC(=O)c1cc(S(=O)(=O)N(C)C2CCCCC2)c[nH]1
(39) CCOC(=O)CC1C(=O)NCCN1C(=O)c1ccc(F)cc1F (configuration not stated)
(40) O=C(O)/C=C/C(=O)N1CCN(Cc2ccc3c(c2)OCO3)CC1
(41) NS(=O)(=O)c1ccc(S(=O)(=O)N(Cc2ccccc2F)CC2CCCO2)cc1 (configuration not stated)
(42) CC1CCN(C(=O)CN(Cc2ccccc2)S(C)(=O)=O)CC1

entry no.,37,38,39,40,41,42
MazEF act,7.1,1.5,-0.8,-11.6,-2.7,10.2
CCHFV vOTU inh,-0.3,25.2,4.3,8.3,1.7,0.4
3CLpro inhibitor,5.3,-4.1,-8.0,-1.1,3.1,2.8
BoNT-A LC inh2,0.5,1.5,0.1,-0.4,1.2,-1.0
Rv3671c protease,-18.4,-2.3,1.9,-2.8,-0.3,0.0
BoNT-F LC inh,-4.6,0.8,-3.2,-17.7,1.5,4.6
DUSP3 inh,10.7,16.0,-2.4,18.9,15.3,1.7
PriA SSB inh,-19.5,5.0,-16.6,-2.2,7.3,-7.4
Anthrax LF prot,-2.5,-1.6,-1.3,0.4,7.5,-14.7
PrPC surface inh,9.8,-2.8,-7.6,2.7,4.4,7.2

(43) O=C(NC1CCCCC1)C1c2ccccc2C(=O)N1Cc1ccco1 (configuration not stated)
(44) CCCC(=O)N1CCN(c2nc3ccc(Cl)cc3s2)CC1
(45) COc1cc(CC(=O)OCn2nnc3ccccc3c2=O)cc(OC)c1OC
(46) COC(=O)C1=C(C)NC2=C(C(=O)CCC2)C1c1cccc(C)n1 (configuration not stated)
(47) CCN(CC)S(=O)(=O)c1ccc2oc(C(=O)Nc3ccc(OC)cc3OC)c(C)c2c1
(48) Cc1ccn2c(c1)nc(=O)c1cc(S(=O)(=O)N3CCCCC3)ccc12

entry no.,43,44,45,46,47,48
MazEF act,2.8,7.7,13.5,-0.7,-0.4,1.9
CCHFV vOTU inh,/,-13.4,5.9,-53.2,-12.1,-46.1
3CLpro inhibitor,1.1,3.4,0.3,-4.9,-2.0,-0.5
BoNT-A LC inh2,-0.6,-0.5,-1.6,-2.4,-2.7,-3.2
Rv3671c protease,-3.3,-2.8,5.4,-3.2,0.8,-0.6
BoNT-F LC inh,0.2,4.4,-3.8,-8.2,-6.2,-35.0
DUSP3 inh,10.7,20.2,18.1,8.2,28.5,35.6
PriA SSB inh,-12.6,-10.2,-0.1,-5.2,0.2,1.1
Anthrax LF prot,-3.5,-1.5,-1.0,0.4,-1.7,8.7
PrPC surface inh,/,10.2,5.5,-3.6,-1.9,-2.7
